Phagocytosis inh: inhibitors of macrophage phagocytosis, primary screen, imaging, J774A.1 cells, IgG beads; J774A.1 macrophage IgG-bead phagocytosis; inhibition, % at 5 µM; 0.07% of 110,000 active;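 active = inhibition above the mean of the plate negative controls plus 5 SD, cut at about 13% in these data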;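 also: phagocytic index as fraction of beads internalized from green versus red external bead signal; plate controls were DMSO negative control for no effect and cytochalasin-D positive control for full effect; some results beyond the cut were filed as inactive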
E-sel TNF inh: E-selectin induction blockers in HUVEC – imaging, immunofluorescence, high content, primary screen | HUVEC TNFa-induced E-selectin immunofluorescence | 0.71% of 120,000 active | inhibition, % at 2 µM;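 active = inhibition above the batch mean plus 3 SD, and confirmed as a hit on visual image review, cut at about 43% in these data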;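 also: 0% = TNF-stimulated DMSO wells and 100% = unstimulated control wells; not every result past the cut was called active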
* = called active by the depositor; / = not tested or not shown. A portion of the library (hit frequency here may not be typical).

SMILES	Phagocytosis inh	E-sel TNF inh
CCCn1c2c(c(O)c(C(=O)Nc3ccccn3)c1=O)CCCC2	0	/
C=C1CSc2nc(=O)c3c4c(sc3n21)CCC4	0	/
CCn1c2ccccc2c2cc(C3C(C#N)=C(N)OC4=C3C(=O)CC(C)(C)C4)ccc21 (configuration not stated)	-2	/
Cn1c(SCC(=O)Nc2cc(=O)n(C)c(=O)n2C)nnc1-c1cccs1	-1	/
COc1ccc(CNS(=O)(=O)c2ccc(S(=O)(=O)N3CCCCC3)cc2)cc1	-1	/
CCOC(=O)N1CCC(NC(=O)C(NC(=O)C2CCCCC2)C(C)C)CC1 (configuration not stated)	-1	/
CCOc1ccc(NC(=O)CN2CCC(NC(=O)C3CCCCC3)CC2)cc1	1	/
CC1(C)CC(=O)C(C=NCCN2CCN(C(=O)C34CC5CC(CC(C5)C3)C4)CC2)=C(O)C1	2	/
Cc1oc(/N=C/c2c(O)ccc3ccccc23)c(C#N)c1C	0	/
O=C1C(=O)N(CCCn2ccnc2)C(c2cccnc2)/C1=C(/O)c1ccc(F)cc1 (configuration not stated)	0	/
CCn1cc(C(=O)NC2CC3CCC2C3)c(=O)c2ccc(C)nc21 (configuration not stated)	0	/
CCN(CC)CCCN1C(=O)C(=O)/C(=C(/O)c2ccc(OC)c(Cl)c2)C1c1ccco1 (configuration not stated)	3	/
O=C1CCCC2=C1C(c1c(Cl)nc3sccn13)C1=C(CCCC1=O)N2	-2	/
O=C(CCCN1C(=O)/C(=C/c2cccs2)SC1=S)Nc1ccccn1	/	-19
O=C1C=C(NC2CCCC2)CC(c2ccccc2)C1 (configuration not stated)	/	15
COc1ccc(N2CCN(S(=O)(=O)c3ccc(Cl)s3)CC2)cc1	/	-3
CC(Sc1nc(N)cc(=O)[nH]1)C(=O)Nc1sc2c(c1C#N)CCCC2 (configuration not stated)	/	5
O=C(COC(=O)C1CCN(S(=O)(=O)c2cccs2)CC1)Nc1ccccc1Br	/	-21
O=C(COC(=O)/C=C/c1cccs1)NC(=O)Cc1ccccc1	/	-5
CN(C)/C=C/c1onc(-c2ccccc2Cl)c1C#N	/	-11
CC(=O)Oc1ccc2c(=O)c(-c3ccccc3)c(C)oc2c1	/	-16
COc1ccccc1C1c2[nH]c3ccccc3c2CCN1Cc1cnc(C)s1 (configuration not stated)	/	-20
COc1cc(C(=O)NCc2ccc(C(=O)NCC(OC)OC)cc2)cc(OC)c1OC	/	-19
O=C(Nn1cnc2ccccc2c1=O)c1ccccc1[N+](=O)[O-]	/	-29
Cc1cc(C)c2sc(N(CCCN(C)C)C(=O)COc3ccc(Cl)cc3)nc2c1	/	23
COCCNC(=O)CN(C(=O)Cn1nnc2ccccc21)c1cccc(C)c1C	/	-30
COc1ccc(S(=O)(=O)N2CCC(NC(=O)C(Cc3cccc(OC)c3OC)NC(C)=O)CC2)cc1 (configuration not stated)	/	-11
Cc1ccc(S(=O)(=O)C2(C(=O)NC3CCCCC3C)CC2)cc1 (configuration not stated)	/	59
S=c1[nH]nc(-c2cccs2)n1/N=C/c1c(Cl)cccc1Cl	/	-32
Cc1ccc(CNC(=O)CCS(=O)(=O)c2ccc(Br)cc2)cc1	/	-16
CC(OC(=O)CCCSc1nc2ccccc2s1)C(=O)NC(N)=O (configuration not stated)	/	-32
COc1ccc(CNC(=O)/C=C/c2ccccc2[N+](=O)[O-])cc1	/	-76
O=S(=O)(c1ccccc1)c1cc(O)ccc1O	/	18
CCc1ccc(NC(=O)Cn2cccc2)cc1	/	0
CN(C)/C=C1\SC(=S)N(N2C(=O)C3C4C=CC(C4)C3C2=O)C1=O (configuration not stated)	/	-31
COC(=O)Cn1cnc2sc3c(c2c1=O)CCCC3	/	0
CCN(CC(=O)Nc1ccc2c(c1)OCCO2)C(=O)/C=C/c1ccccc1	/	-7
Cc1ccc2c(Cl)cc(Cl)c(OCC(=O)NC3CCS(=O)(=O)C3)c2n1 (configuration not stated)	/	8
CC(=O)N1CCN(S(=O)(=O)c2cccc(C(=O)Nc3ccccc3N3CCOCC3)c2)CC1	/	-13
Cc1cc(CNC(=O)c2cccc([N+](=O)[O-])c2)c2ccccc2n1	/	-5
CCN(CC)S(=O)(=O)c1ccc(C)c(NC(=O)CNCCN(C(C)C)C(C)C)c1	/	25
O=C(COC(=O)C1=COCCO1)NCc1ccc(Cl)cc1	/	-16
Cc1cc(N2CC(C)OC(C)C2)n2cc(-c3ccccc3)nc2n1 (configuration not stated)	/	8
COC(CNC(=O)c1cccc(-n2c(=S)[nH]c3cc(Cl)ccc3c2=O)c1)OC	/	-1
CCOC(=O)c1c(C)n(C)c2cc(CN(C)C)c(O)c(S(=O)(=O)c3ccccc3)c12	/	-8
O=C(NC(N1CCOCC1)C(Cl)(Cl)Cl)c1ccc(Br)cc1 (configuration not stated)	/	13
CNc1nc(N)c(C(=O)C23CC4CC(CC(C4)C2)C3)s1	/	-34
Cc1nc2cc(NS(=O)(=O)c3ccccc3)ccc2n1C	/	-16
COc1cc(Cl)c(C)cc1NC(=O)CNC(C)c1ccccc1OC (configuration not stated)	/	-11
Cc1ccc2nc(Cl)c(/C=N/n3c(C)nnc3C)cc2c1	/	-84
O=C(CSc1nc2ccccc2c(=O)n1CCC(=O)N1CCN(c2ccccc2)CC1)NCC1CCCO1 (configuration not stated)	/	-7
Cc1ccc2c(c1)C(=O)c1c(C(=O)O)cccc1-2	/	9
O=C(N/N=C/c1ccc([N+](=O)[O-])o1)c1cccc(S(=O)(=O)N2CCOCC2)c1	/	36
Cc1nc2ccc(S(=O)(=O)NCC(=O)N(C)Cc3ccccc3)cc2s1	/	1
CC1CN(C(=O)c2cc([N+](=O)[O-])cc([N+](=O)[O-])c2)CC(C)O1 (configuration not stated)	/	-23
O=C(Cn1cnc2cc([N+](=O)[O-])ccc2c1=O)NCCc1ccc(F)cc1	/	-5
C1CCN(C2CCN(c3nc4nonc4nc3N3CCSCC3)CC2)C1	/	9
O=C(c1cc(COc2c(F)cccc2F)on1)N1CCC(c2ccccc2F)C1 (configuration not stated)	/	0
NC(=O)CSc1nc2ccccc2nc1SCC(N)=O	/	-12
O=C(COC(=O)CNC(=O)c1ccc(F)cc1)Nc1cccc(S(=O)(=O)N2CCCC2)c1	/	-19
Additional entries follow.
SMILES	Phagocytosis inh	E-sel TNF inh
COc1ccc(OC)c(NC(=O)COC(=O)c2cc3c(s2)CCC3)c1	/	-22
Cn1c(=O)c2c(nc(SCC(=O)NCC3CCCO3)n2Cc2ccc(F)cc2)n(C)c1=O (configuration not stated)	/	12
COc1ccccc1C1=NNC(=NCc2ccccc2)SC1	/	-2
O=C(N/N=C/C=C\c1ccccc1)c1cnccn1	/	-40
O=c1oc(-c2ccco2)nc2sc3c(c12)CCCCC3	/	3
COC(=O)c1c(-c2ccccc2)csc1N1C(=O)Nc2ccccc2N1O	/	-26
COc1cc(OC)cc(C(=O)NC(=S)N2CCCCCC2)c1	/	7
Cc1[nH]c(=O)[nH]c(=O)c1N(C)C	/	7
COc1ccc(CCNC(=O)COc2ncnc3ccccc23)cc1OC	/	-11
Cc1cc(OC(=O)c2ccc(S(=O)(=O)N3CCCC3)cc2)c([N+](=O)[O-])c(=O)[nH]1	/	-3
Cc1ccc(NC(=O)CSc2ccc(-c3cccnc3)nn2)cc1Cl	/	4
CN(Cc1cn(C)nc1-c1ccccc1F)Cc1nccn1C	/	-18
C=CCn1c(-c2ccccc2OCC)n[nH]c1=S	/	-16
O=C1CCCC2=C1C(c1cccc(O)c1)C1=C(N2)c2ccccc2C1=O (configuration not stated)	/	-17
CC(=O)c1c(C)[nH]c(C(=O)CN2C(=O)NC(C)(CCC(C)C)C2=O)c1C (configuration not stated)	/	3
CCN1CC(CN(C)Cc2nc(-c3ccco3)oc2C)CC1=O (configuration not stated)	/	-9
CCn1c(=O)n(CC(=O)Nc2ccc(F)cc2)c(=O)c2ccccc21	/	16
Cc1cc(NN)nc(NS(=O)(=O)c2ccccc2Cl)n1	/	10
CCOC(=O)N1CCN(C(=O)COc2ccc(Cl)c(C)c2)CC1	/	-8
Cc1nn(CC(=O)N2CCCc3ccccc32)c(C)c1[N+](=O)[O-]	/	-15

7 compounds drawn at random from those above:
SMILES	Phagocytosis inh	E-sel TNF inh
Cc1ccc2c(c1)C(=O)c1c(C(=O)O)cccc1-2	/	9
Cn1c(SCC(=O)Nc2cc(=O)n(C)c(=O)n2C)nnc1-c1cccs1	-1	/
CC1(C)CC(=O)C(C=NCCN2CCN(C(=O)C34CC5CC(CC(C5)C3)C4)CC2)=C(O)C1	2	/
O=C1CCCC2=C1C(c1cccc(O)c1)C1=C(N2)c2ccccc2C1=O (configuration not stated)	/	-17
Cc1[nH]c(=O)[nH]c(=O)c1N(C)C	/	7
O=C(COC(=O)C1=COCCO1)NCc1ccc(Cl)cc1	/	-16
O=C(Nn1cnc2ccccc2c1=O)c1ccccc1[N+](=O)[O-]	/	-29

The results go on.
SMILES	Phagocytosis inh	E-sel TNF inh
Cn1cnnc1Sc1ccc(C(F)(F)F)cc1[N+](=O)[O-]	/	-21
CC(=O)Oc1ccccc1N(C(C)=O)S(=O)(=O)c1ccc(C)cc1	/	-28
Cc1ccc(C(=O)COC(=O)c2ccc(O)cc2)cc1	/	12
O=C(NCCCN1CCOCC1)/C(=C/c1cccnc1)NC(=O)c1ccccc1	/	0
O=C(c1cccc(S(=O)(=O)Nc2ccccc2Cl)c1)N1CCN(C(=O)c2ccco2)CC1	/	-11
Cc1ccccc1C(=O)NNC(=O)CCc1ccccc1	/	-3
Cc1nonc1OCCNCc1c(C(=O)N(C)C)nc2ccc(Cl)cn12	/	-17
COc1ccc(-c2ccc(=O)n(CC(=O)NC3CCc4ccccc43)n2)cc1OC (configuration not stated)	/	2
O=C(NCc1cccnc1)/C(=C/c1ccccc1)NC(=O)c1ccccc1	/	17
O=C(COC(=O)/C=C/c1cccc([N+](=O)[O-])c1)NCCCN1CCCC1=O	/	38
COc1ccccc1-n1c(-c2ccccc2)c[n+]2c1CCc1ccccc1-2	/	-5
O=C(Nc1ccc(S(=O)(=O)Nc2ncccn2)cc1)C1COc2ccccc2O1 (configuration not stated)	/	34
Cc1ccc(NC(=S)N(Cc2ccc(Br)cc2)Cc2ccc(C(=O)O)cc2)cc1C	/	-2
Cn1cnc2cc(NC(=O)c3cccs3)ccc21	/	-18
O=C(Nc1ccccc1N1CCN(c2ccccc2)CC1)c1ccccc1F	/	-44
Cc1ccc(Nc2cnn(C34CC5CC(CC(CC(=O)O)(C5)C3)C4)c(=O)c2Cl)c(Cl)c1	/	-2
CCc1ccc(OCC(=O)NNC(=O)c2nn(CC)c(=O)c3ccccc23)cc1	/	-38
COc1ccc(S(=O)(=O)N(C)C)cc1NCC(=O)Nc1ccc(Br)c(C)c1	/	16
CCNC(=S)N1CCN(S(=O)(=O)c2ccc(C)cc2)CC1	/	-36
Fc1ccc(Oc2cnc3ccccc3n2)cc1	/	4

In another format: four of the compounds above
Results follow in this order: Phagocytosis inh, E-sel TNF inh
> Cc1nonc1OCCNCc1c(C(=O)N(C)C)nc2ccc(Cl)cn12
    /, -17
> COc1ccc(-c2ccc(=O)n(CC(=O)NC3CCc4ccccc43)n2)cc1OC (configuration not stated)
    /, 2
> O=C(NCc1cccnc1)/C(=C/c1ccccc1)NC(=O)c1ccccc1
    /, 17
> O=C(COC(=O)/C=C/c1cccc([N+](=O)[O-])c1)NCCCN1CCCC1=O
    /, 38

Going on with the list:
SMILES	Phagocytosis inh	E-sel TNF inh
O=C(NC12CC3CC(CC(C3)C1)C2)c1ccccc1	/	27
O=c1[nH]c2ccccc2c(O)c1O	/	-3
Cc1cccc(OCC(=O)N/N=C\c2cn(C)c3ccccc23)c1	/	-11
CC(=O)Oc1ccc(-c2cccc(C(=O)NCCO)c2)cc1	/	-18
COc1ccc(-n2c(-c3ccc(Br)cc3)c[n+]3c2CCC3)cc1	/	15
O=S(=O)(c1ccccc1)C(/C=N\O)/C=C/c1ccccc1 (configuration not stated)	/	-1
COC(=O)c1cc(OC)c(OC)cc1NC(=O)Cc1cccs1	/	4
CCCOP(=O)(OCCC)C(Nc1ccc(C(=O)O)cc1)c1ccccc1 (configuration not stated)	/	-13
O=C(CCN1CCCCC1)Nc1ccccc1	/	-16
Cc1cccc(C)c1NC(=O)C1CCCN1C(=O)OC(C)(C)C (configuration not stated)	/	-33
Cc1ccc(-c2csc3nc[nH]c(=O)c23)cc1	/	-42
Cc1cc2nc(N3C(=O)CNC3=S)sc2cc1C	/	-20
CCCC(=O)N/N=C1\CS(=O)(=O)N(C)c2ccsc21	/	12
CC(=O)NCCCC(=O)NC(CCC(=O)OCc1ccccc1)C(=O)OCc1ccccc1 (configuration not stated)	/	2
COc1ccc(CCc2nnc(CCC(=O)NCc3cnc4ccccn34)o2)cc1	/	-20
Cc1ccnc(SCc2cc(=O)c(OC(=O)c3cccs3)co2)n1	/	-10
CCOc1ccc(N(C(=O)CNC(=O)c2ccco2)C(C(=O)NC2CCCC2)c2ccncc2)cc1 (configuration not stated)	/	-10
C/C(=N\NC(=S)NCc1ccccc1)c1ccccc1F	/	-10
Fc1ccc(CSc2nnc3ccc(-c4ccncc4)nn23)cc1	/	32
Cc1nc2ccccc2c(=O)n1NC(=O)C1CCC(C(C)(C)C)CC1 (configuration not stated)	/	-6
CNCC(O)CN1CCN(c2ccccc2OC)CC1 (configuration not stated)	/	-13
O=[N+]([O-])c1ccc(N2CCOCC2)cc1NCCCO	/	-8
